Assay outcomes: PubChem, The Scripps Research Institute Molecular Screening Center
PREPL inhibitor: PREPL enzyme inhibitors, primary screen, biochemical, fluorescence polarization; Prolyl endopeptidase-like (Homo sapiens), Q4J6C6; recombinant PREPL, fluorescence polarization activity-based probe; inhibition, % at 5.96 µM; hit rate 0.68% among 320,000; AID 2751, 2010; in the data active = inhibition above about 43%;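 also: 0% = enzyme with DMSO and 100% = wells lacking enzyme; many of its hits are not listed in these tables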
PAFAH2 inh: PAFAH2 enzyme inhibitors, primary screen, biochemical, fluorescence polarization, human | Platelet-activating factor acetylhydrolase 2, cytoplasmic (Homo sapiens), Q99487 | recombinant PAFAH2, FP-rhodamine activity probe | inhibition, % at 3.39 µM | hit rate 0.99% among 340,000;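 active = inhibition above the mean over all tested compounds plus 3 SD, cut at about 30% in these data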;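 also: inhibitors block probe labeling of enzyme so polarization drops; 0% = enzyme with DMSO and 100% = wells lacking PAFAH2 protein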
LYPLA2 counter: LYPLA2 inhibitors, primary screen, counter-screen for PME1 inhibitor project, biochemical, fluorescence polarization, FP-Rh probe ABPP. recombinant LYPLA2. inhibition, % at 5.9 µM. hit rate 0.38% among 320,000. Acyl-protein thioesterase 2 (Homo sapiens), O95372;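 active = inhibition above the screen-wide mean plus 3 SD, limit set per campaign, cut at about 26% in these data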;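 also: 0% = LYPLA2 with DMSO and 100% = wells lacking LYPLA2 enzyme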
Target sequence (O95372 whole entry, looked up): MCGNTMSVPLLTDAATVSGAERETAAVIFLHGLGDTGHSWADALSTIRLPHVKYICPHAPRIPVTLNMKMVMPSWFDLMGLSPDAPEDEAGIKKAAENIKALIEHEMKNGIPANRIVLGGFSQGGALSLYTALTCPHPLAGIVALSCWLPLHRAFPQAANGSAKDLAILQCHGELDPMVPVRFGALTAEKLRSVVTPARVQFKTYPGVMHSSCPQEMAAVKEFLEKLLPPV
LYPLA1 inh: LYPLA1 inhibitors, primary screen, counter-screen for PME1 inhibitor project, biochemical, fluorescence polarization, FP-Rh probe ABPP; Acyl-protein thioesterase 1 (Homo sapiens), O75608; recombinant LYPLA1; inhibition, % at 5.9 µM; hit rate 0.16% among 320,000; AID 2174, 2009;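 active = inhibition above the mean of all tested compounds plus 3 SD, set per campaign, cut at about 14% in these data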;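 also: inhibitors block serine hydrolase probe labeling of LYPLA1 so polarization falls; 0% = enzyme with DMSO and 100% = wells lacking LYPLA1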
PAFAH1B2 FP inh: PAFAH1B2 enzyme inhibitors, primary screen, biochemical, fluorescence polarization, human; recombinant PAFAH1B2, FP-rhodamine activity probe; inhibition, % at 3.39 µM; hit rate 1.2% among 340,000; AID 492953, 2010;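 active = inhibition above the mean of all tested compounds plus 3 SD, cut at about 24% in these data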;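 also: 0% = enzyme with DMSO and 100% = wells lacking PAFAH1B2; many of its hits are not listed in these tables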
Target sequence (P68402 whole entry, looked up): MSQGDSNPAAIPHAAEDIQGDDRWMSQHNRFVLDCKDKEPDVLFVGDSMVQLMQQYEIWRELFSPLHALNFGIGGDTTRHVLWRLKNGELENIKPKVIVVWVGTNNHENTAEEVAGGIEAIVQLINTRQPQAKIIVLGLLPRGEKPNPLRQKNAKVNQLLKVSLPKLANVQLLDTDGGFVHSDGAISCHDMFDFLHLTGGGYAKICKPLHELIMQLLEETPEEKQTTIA
PAFAH1B3 inh: PAFAH1B3 enzyme inhibitors, primary screen, biochemical, fluorescence polarization, human. recombinant PAFAH1B3, FP-rhodamine probe. inhibition, % at 3.39 µM. hit rate 0.28% among 340,000. Platelet-activating factor acetylhydrolase IB subunit alpha1 (Homo sapiens), Q15102;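 active = inhibition above the screen-wide average of all tested compounds plus 3 SD, cut at about 25% in these data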;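 also: 0% = enzyme with DMSO only and 100% = wells lacking PAFAH1B3 protein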
Target sequence (Q15102 whole entry, looked up): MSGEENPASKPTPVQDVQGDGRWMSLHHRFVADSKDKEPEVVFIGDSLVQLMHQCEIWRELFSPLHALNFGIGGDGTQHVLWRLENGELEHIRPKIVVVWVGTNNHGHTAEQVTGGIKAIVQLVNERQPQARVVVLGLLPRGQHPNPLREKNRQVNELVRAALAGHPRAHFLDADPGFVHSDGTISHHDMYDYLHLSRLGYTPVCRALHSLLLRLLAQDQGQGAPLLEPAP
pPAFAH FP inh: pPAFAH enzyme inhibitors, primary screen, biochemical, fluorescence polarization, human; Platelet-activating factor acetylhydrolase (Homo sapiens), Q13093; recombinant pPAFAH, FP-rhodamine probe fluorescence polarization; AID 463082, 2010; inhibition, % at 3.39 µM; hit rate 1.5% among 330,000;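 active = inhibition above the mean inhibition across the screen plus 3 SD, cut at about 25% in these data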;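 also: inhibitors block binding of the rhodamine activity-based probe so polarization drops; 0% = enzyme with DMSO and 100% = wells lacking pPAFAH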
ZTA DNA inh: blocks Epstein-Barr virus ZTA, an EBNA-1 counter-screen. ZTA-DNA binding, fluorescence polarization. inhibition, % at 11 µM. hit rate 0.15% among 320,000. AID 2234; in the data active = inhibition above about 33%
Target sequence (P03206 whole entry, looked up): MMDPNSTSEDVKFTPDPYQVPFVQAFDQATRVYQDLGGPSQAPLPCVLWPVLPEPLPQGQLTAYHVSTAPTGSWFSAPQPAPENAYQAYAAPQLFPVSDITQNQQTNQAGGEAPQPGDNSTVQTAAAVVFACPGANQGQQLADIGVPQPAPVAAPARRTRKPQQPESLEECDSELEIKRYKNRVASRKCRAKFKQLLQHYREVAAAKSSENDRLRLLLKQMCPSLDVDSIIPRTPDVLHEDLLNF
EBNA-1 inh: EBNA-1 DNA-binding inhibitors, primary screen, biochemical, fluorescence polarization; hit rate 0.34% among 300,000; AID 1950, 2009; inhibition, % at 14.8 µM; in the data active = inhibition above about 28%
* marks the source's active call; other numbers are inactive results; / = not tested or not shown. Some of the compounds tested; the hit share may differ from the screen's.

Fields: PREPL inhibitor, PAFAH2 inh, LYPLA2 counter, LYPLA1 inh, PAFAH1B2 FP inh, PAFAH1B3 inh, pPAFAH FP inh, ZTA DNA inh, EBNA-1 inh
1	O=C(NCCC1=CCCCC1)C1CCCN(c2nc3ccccc3o2)C1 (stereo not given)
    8.0, 7.0, 4.6, 0.1, -0.7, 3.9, -2.4, -5.7, 2.8
2	Cc1cc(C)cc(NC(=O)c2cccc(C(=O)Nc3cc(C)cc(C)c3)n2)c1
    2.8, -2.1, 0.5, -2.1, 1.5, 5.2, 1.9, 12.9, 26.9
3	CC(C)(C)C(=O)NCCCNc1ccc([N+](=O)[O-])cc1
    7.7, -0.9, 3.8, 1.7, 2.9, 10.8, 7.4, 25.3, 7.2
4	CN(C)CC(NC(=O)c1cccc(S(=O)(=O)Nc2ccc3c(c2)OCO3)c1)c1ccccc1 (stereo not given)
    -26.8, 7.1, 2.7, 2.6, 1.4, 3.9, 21.4, -6.7, /
5	CC(C)C(c1nnnn1Cc1ccco1)N1CCC(C(N)=O)CC1 (stereo not given)
    0.9, -5.9, -12.4, -4.2, -1.5, -2.6, -8.4, -12.3, -4.6
6	CN(CC(=O)Nc1ccc(F)c(F)c1F)C(=O)c1ccc(-n2cncn2)cc1
    32.6, 5.5, 2.4, 0.4, 1.5, -2.5, -0.8, -0.3, /
7	CCCc1cc(-c2n[nH]c(C)c2-c2ccc(C(=O)OCC)o2)c(O)cc1O
    9.0, 0.4, -0.7, -3.1, 1.2, 6.7, 7.2, 5.5, 0.7
8	CCN(CC(=O)NCc1cccs1)C(=O)c1ccc(S(=O)(=O)Nc2ccccc2F)cc1
    4.5, 0.4, 3.8, 3.5, 2.8, 7.3, 4.3, -8.6, 3.4
9	CC1=C(C(=O)Nc2ccc(F)c(F)c2)C(c2cccs2)NC(=S)N1 (stereo not given)
    -4.2, -0.3, -0.5, 1.3, 2.3, 3.6, 2.8, 3.0, -2.4
10	CCN1C=C(Cc2ccc(OC)cc2)C2=C(C1)C(c1ccc(OC)cc1)C(C#N)=C(N)O2 (stereo not given)
    12.2, 0.2, -0.2, 2.4, -1.6, 3.4, 9.2, -1.4, -2.6
11	O=C(COc1ccc(Cl)cc1)NCc1ccncc1
    9.6, -6.5, 6.2, 1.6, 3.7, 9.7, 2.4, 13.5, 5.2
12	C/C(=C\C(=O)c1ccccc1)Nc1ccc(N2CCOCC2)cc1
    1.8, 19.8, 4.7, -1.2, 1.3, 4.0, 9.6, -20.9, -4.1
13	O=C(NCC1CCCO1)c1ccc(Cl)c(F)c1F (stereo not given)
    0.9, 6.8, -5.6, -1.8, -2.5, 3.1, 2.5, 1.5, 0.9
14	CCOC(=O)CC(c1ccc([N+](=O)[O-])cc1)n1c(C)ccc1C (stereo not given)
    4.3, 10.6, 5.8, 2.7, -0.3, 7.0, 5.5, -1.6, -2.8
15	CSCC[C@H](NC(=O)[C@H](Cc1ccccc1)n1c(=O)[nH]c2ccccc2c1=O)C(=O)NCC1CCC(C(=O)O)CC1 (stereo not given in full)
    -3.0, -4.2, 6.4, 6.1, 0.2, -3.7, 2.9, -2.5, -2.9
16	CC(=O)Nc1ccc2nc(CN3CCN(CC(C)C)C(CCO)C3)ccc2c1 (stereo not given)
    4.8, -4.9, -1.4, 1.7, -3.8, -0.2, 2.5, 6.1, 0.4
17	Cc1ccc(C(=O)N2N=C(c3cccc(NS(C)(=O)=O)c3)CC2c2cccs2)cc1 (stereo not given)
    3.7, -0.8, 0.1, -7.2, 8.2, 1.4, 10.4, -6.2, 11.1
18	O=C(OCC(=O)c1c[nH]c2ccccc12)c1cc2ccccc2cc1O
    -15.6, 0.2, -12.8, -8.0, 0.0, -5.6, 0.7, 19.2, 17.0
19	O=C(COC(=O)c1ccc([N+](=O)[O-])o1)NC1CCS(=O)(=O)C1 (stereo not given)
    -2.0, -2.9, 3.9, -0.3, 6.2, 6.7, 1.8, 8.3, -9.0
20	CCCCCC(=O)Nc1cccc(S(=O)(=O)NC2=NCCCCC2)c1
    21.2, 1.1, 1.9, 0.2, -0.6, 5.8, 2.4, -8.4, /
21	CNC(C)C(=O)NC(C(=O)N1CCCC1C(=O)Nc1ccc2ncccc2c1)C(C)C (stereo not given)
    7.4, -1.7, -5.1, 3.6, 4.0, 4.5, -5.6, 9.4, /
22	Cc1cc(SCC(N)=O)nc(SCC(=O)c2ccccc2)n1
    -60.4, 6.0, 3.2, 1.4, 3.9, -1.9, -2.6, -3.6, 1.1
23	CN(C(=O)c1c(Cl)cnn1C)C12CC3CC(CC(C3)C1)C2
    -4.9, 1.2, 8.9, 6.4, 1.9, -0.6, 3.2, -20.1, -2.3
24	Cc1csc(NC(=O)c2ccc(C)c(S(=O)(=O)N3CCOCC3)c2)n1
    0.2, /, 0.8, -4.3, /, /, -0.5, -2.7, -14.4
25	CC(C)c1ccc(CNc2ccc(N3CCOCC3)cc2)cc1
    51.8*, -1.4, 3.2, 0.6, 3.0, 4.7, 19.8, 7.0, 2.1
26	O=C(CCN1CCN(c2ccccc2F)CC1)Nc1cccc(F)c1
    14.5, -7.3, 3.8, 1.2, -0.4, 9.3, 1.9, -4.4, 1.8
27	NC(=O)C1CCN(c2cc(Cl)ccc2[N+](=O)[O-])CC1
    13.8, 10.1, 5.9, 4.7, 2.8, 12.1, 2.9, -10.7, 6.9
28	Cc1ccc(S(=O)(=O)N(CC(=O)Nc2cccc([N+](=O)[O-])c2)Cc2ccc(Cl)cc2)cc1
    -6.8, -29.1, -27.9, -24.1, -28.2, -49.7, -33.7, -1.2, 8.1
29	Cn1c(=O)c2c(nc(CN3CCN(C(=O)c4ccco4)CC3)n2Cc2ccccc2)n(C)c1=O
    6.2, 0.8, 4.7, -2.3, -0.4, -3.6, 3.2, -0.5, -3.3
30	Cc1cc(N2CCOCC2)nc(SCC(=O)OCc2ccccc2)n1
    6.3, 2.1, 4.9, 1.7, 0.8, 4.3, 5.8, 10.2, -6.6
31	CN(C)c1ccc(C(C(=O)NC(C)(C)C)N(C(=O)c2csnn2)C2CC2)cc1 (stereo not given)
    10.8, -11.6, 0.0, -3.8, 6.6, 5.2, -2.2, -11.9, -18.2
32	O=S(=O)(NCc1ccccc1Cl)c1ccc(-n2cccn2)cc1
    -12.2, 1.5, 2.8, 0.3, -1.3, 6.8, 6.6, -2.1, -6.9
33	Cc1ccc(C)c(Cn2cnc3c(cnn3C(C)(C)C)c2=O)c1
    8.7, -2.0, -4.7, -2.4, 0.6, 2.1, 4.3, -2.9, 5.2
34	NC(N)=NS(=O)(=O)c1ccc(NC(=S)NC(=O)c2ccccc2)cc1
    -14.9, -4.5, 5.4, 0.2, -1.6, 3.6, -0.1, -24.3, -4.0
35	CN(C)C(=O)CCc1ccc2c3c([nH]c2c1)[C@]1(CCC2CCCC2)[C@@H](C(=O)N2CCOCC2)C[C@H](CC(=O)NCCCn2ccnc2)C(=O)N1CC3
    /, -1.0, /, /, 2.0, 2.4, 1.4, /, /
36	COc1ccc(-c2cc(=O)oc3cc(OC(C)C(=O)NCCCn4ccnc4)ccc23)cc1 (stereo not given)
    1.4, 8.8, 7.5, 1.6, 3.6, 1.3, 1.0, -0.5, 1.4
37	c1cn(CCCNc2ncnc3nc[nH]c23)cn1
    1.4, 0.6, 0.9, 1.2, 9.5, -3.9, 1.7, -0.3, 5.2
38	COC(=O)[C@@]1(Cc2ccc(OC)cc2)[C@H]2c3cc(C(=O)N(C)C)n(Cc4ccc(OC(F)(F)F)cc4)c3C[C@H]2CN1C(=O)c1ccccc1
    17.3, /, -2.1, -3.4, /, /, 2.8, -4.9, 0.8
39	Cc1ccc2nc(N3CCOCC3)c(C=O)c(=O)n2c1
    -6.9, -4.1, 7.7, 3.8, 2.0, 0.2, 7.9, -2.1, -6.3
40	Cc1c(NC(=O)CSc2nc3c(cnn3-c3ccccc3)c(=O)[nH]2)c(=O)n(-c2ccccc2)n1C
    0.0, -2.1, -2.0, -0.7, -0.2, 13.0, 4.8, 11.2, 6.6

Continued (2 carried over from the part before).
Fields: PREPL inhibitor, PAFAH2 inh, LYPLA2 counter, LYPLA1 inh, PAFAH1B2 FP inh, PAFAH1B3 inh, pPAFAH FP inh, ZTA DNA inh, EBNA-1 inh
39	Cc1ccc2nc(N3CCOCC3)c(C=O)c(=O)n2c1
    -6.9, -4.1, 7.7, 3.8, 2.0, 0.2, 7.9, -2.1, -6.3
40	Cc1c(NC(=O)CSc2nc3c(cnn3-c3ccccc3)c(=O)[nH]2)c(=O)n(-c2ccccc2)n1C
    0.0, -2.1, -2.0, -0.7, -0.2, 13.0, 4.8, 11.2, 6.6
41	Cc1ccc(Cl)cc1N(C)C(=O)Cn1ncc2c([nH]c3ccccc32)c1=O
    -8.0, 8.9, 4.0, -0.7, 2.6, 11.3, 0.0, -17.4, -11.6
42	CC(C)C(c1nnnn1Cc1ccco1)N1CCN(c2nc3ccccc3s2)CC1 (stereo not given)
    14.9, 0.2, -5.4, -5.3, -3.8, 3.0, 5.2, 7.9, 1.5
43	O=C(NCc1cccnc1)C1CCN(S(=O)(=O)c2cccnc2)CC1
    -1.8, -6.8, 9.1, 4.5, 7.2, 2.9, -4.1, 22.3, -0.5
44	O=C1CCCCC1C(=O)c1cn(-c2ccc(Cl)c(Cl)c2)nn1 (stereo not given)
    -1.1, -3.8, 0.8, 2.3, -1.5, -0.4, -1.8, 16.9, 0.0
45	Cc1ccc(NC(=O)COC(=O)/C=C/c2ccccc2)cc1S(=O)(=O)N1CCOCC1
    11.5, 58.4*, -1.2, -8.1, 1.4, -4.1, -1.3, -4.0, -10.9
46	Cc1csc2c(N3CCN(C(=O)c4ccc(C(C)(C)C)cc4)CC3)ncnc12
    0.4, -2.4, 0.1, -3.2, 2.8, 3.5, 2.0, 7.9, -0.8
47	Cc1onc(-c2c(Cl)cccc2Cl)c1C(=O)NC(=S)Nc1sc2c(c1C(N)=O)CCC(C)C2 (stereo not given)
    2.4, -0.9, -2.7, -3.0, -3.9, 5.3, 3.9, 14.5, 33.8*
48	CC1(C(=O)CSc2n[nH]c(-c3ccccc3Cl)n2)CCC(=O)O1 (stereo not given)
    -3.2, /, 1.2, -1.2, /, /, 2.9, -9.4, -3.9
49	CC(C)(C)c1[nH]nc2c1C(c1ccco1)C(C#N)=C(N)O2 (stereo not given)
    -3.2, -3.7, -5.2, 0.4, 11.3, -3.1, 1.2, -4.5, -4.2

Looked up above.
Value of entry 44 under LYPLA2 counter: 0.8
Value of entry 47 under PAFAH1B2 FP inh: -3.9
